# Compound activity: PubChem BioAssay, Southern Research Specialized Biocontainment Screening Center
# VEEV TC-83 Vero: inhibitors of VEEV TC-83 cytopathic effect, confirmation, Vero cells (AID 588727). one-dose inhibition, % at 20 µM; IC50 in µM for titrated hits. Vero cells, VEEV TC-83 cytopathic effect inhibition; higher % means a stronger effect. 350,000 compounds, 0.13% hits; in the data active means a potency from the dose series; inconclusive means inhibition mostly from about 14% at the one dose, without a potency; inactive means the rest, 99 in 100 with inhibition below about 12%; further: strong numbers were not always called active
# Starred values were filed as active, the others as inactive; i = inactive; ? = inconclusive.
item	Molecule	VEEV TC-83 Vero
1	C[C@H](CO)N1C[C@H](C)[C@@H](CN(C)Cc2ccc(-c3ccccc3)cc2)Oc2ncc(C#C[C@@H](C)O)cc2C1=O	0.3%
2	C[C@@H]1CN([C@@H](C)CO)C(=O)CCCn2nncc2CO[C@H]1CN(C)C(=O)CCC(F)(F)F	1.9%
3	O=C(c1ccc(F)cc1)N1CCN(S(=O)(=O)c2ccc3c(c2)OCCO3)CC1	1.2%
4	C[C@H]1Cn2cnc(C(=O)N[C@@H](Cc3c[nH]c4ccccc34)C(=O)OC(C)(C)C)c2C(=O)N1	5.4%
5	Cc1ccc(-n2c(=O)c3c(c4cc(C)ccc4n3C)n(CC(=O)NCC3CCCO3)c2=O)cc1 (centres undefined)	i
6	CC1C(=O)N(Cc2cn(CCC3OCCO3)nn2)CCS(=O)(=O)N1Cc1ccc(-c2ccncc2)cc1 (centres undefined)	0.1%
7	CC1(C)CNC(=S)N1Cc1ccccc1	i
8	COc1ncnc2c1ncn2CCCN[C@H](C)c1cccc2ccccc12	0.2%
9	O=C1c2ccccc2-c2cc(Br)ccc2NC1O (centres undefined)	i
10	C[C@@H]1CN([C@@H](C)CO)S(=O)(=O)c2ccc(Br)cc2O[C@@H]1CN(C)C(=O)c1ccc(F)cc1	1.2%
11	CN(Cc1ccccn1)C(=O)c1cc(COc2ccc(F)cc2Cl)on1	i
12	Cc1ccccc1-n1c(SCC(=O)NC2CC2)nc2ccccc2c1=O	4.2%
13	Cc1ccc(C)c(NC(=O)CN(C)C(=O)c2ccc(COc3ccccc3)cc2)c1	1.8%
14	CC(C)C1C(=O)N(Cc2cn(CCC3OCCCO3)nn2)CCS(=O)(=O)N1Cc1ccc(-c2ccc(F)nc2)cc1 (centres undefined)	0.5%
15	CCOc1ccc(CCNC(=O)COC(=O)c2[nH]c(C)c(C(C)=O)c2C)cc1OCC	i
16	CNC[C@H]1OCc2ccccc2-c2ccccc2C(=O)N([C@H](C)CO)C[C@H]1C	6.0%
17	CC1=CC2=C(C=O)C(=O)C(C)(O)C(O)C2=CO1 (centres undefined)	i
18	Cc1ccc(-c2ccc(CN3C(C)C(=O)N(Cc4cn(CCC5OCCCO5)nn4)CCS3(=O)=O)cc2)cc1 (centres undefined)	2.4%
19	O=C(NNC(=O)c1cccs1)c1ccccn1	2.5%
20	C[C@H](CO)NC(=O)c1nc[nH]c1C(=O)N[C@@H](C)c1ccccc1	0.0%
21	Cc1nn(CC(=O)NC2CCCCC2)c(C)c1[N+](=O)[O-]	i
22	C[C@H]1CN([C@@H](C)CO)C(=O)CCCn2nncc2CO[C@H]1CN(C)C(=O)c1cc(-c2ccccc2)on1	3.8%
23	C[C@H](O)[C@@H]1C(=O)N2CCc3ccc(-c4ccccc4)cc3[C@@H]2C[C@@H]1N(C)C(=O)c1cccnc1	i
24	COc1ccccc1S(=O)(=O)N(C)C[C@H]1Oc2ncc(Br)cc2C(=O)N([C@H](C)CO)C[C@H]1C	i
25	O=C(COC(=O)c1ccc(F)c(S(=O)(=O)N2CCOCC2)c1)Nc1ccc(Cl)cn1	i
26	O=C(CCNC(=O)N1CC(=O)Nc2ccccc21)NCc1ccccc1Cl	i
27	COc1cc(N)c2ncccc2c1SC	0.1%
28	Cc1cccc(C)c1Nc1n[nH]c(=S)s1	2.6%
29	COc1cccc(N(CC(=O)N2CCN(Cc3ccccc3)CC2)S(C)(=O)=O)c1	0.5%
30	Cc1c(C(=O)c2ccc(F)cc2F)c2ccccn2c1CCc1ccccn1	8.7%

# Among those listed so far, these contain a Cl atom:
item	Molecule	VEEV TC-83 Vero
11	CN(Cc1ccccn1)C(=O)c1cc(COc2ccc(F)cc2Cl)on1	i
25	O=C(COC(=O)c1ccc(F)c(S(=O)(=O)N2CCOCC2)c1)Nc1ccc(Cl)cn1	i
26	O=C(CCNC(=O)N1CC(=O)Nc2ccccc21)NCc1ccccc1Cl	i

# (listing goes on)
item	Molecule	VEEV TC-83 Vero
31	Cc1ccn2c(=S)[nH]nc2c1	0.6%
32	Cc1ccccc1NC(=O)C(C)OC(=O)CCC(=O)c1ccccc1 (centres undefined)	i
33	O=S(=O)(c1cccc(C(F)(F)F)c1)N1Cc2ccccc2-n2nncc2C1	i
34	COc1ccc([C@H]2C[C@@H](O)[C@H](n3cc(COC(=O)c4ccccc4)nn3)CN2CC2CCCCC2)cc1	i
35	CN1C(=O)c2ccccc2Cc2c(NCc3ccccc3)ncnc21	6.0%
36	CCN(CC)C(=O)C1=C(C)N(CCC2=CCCCC2)C(=O)C(CC(=O)NC2CCCC2)C1 (centres undefined)	0.5%
37	CC(C)NC(=O)N(C)C[C@@H]1OCc2cnnn2CCCC(=O)N([C@H](C)CO)C[C@@H]1C	i
38	CN(c1ccc(O)cc1)c1ccc([N+](=O)[O-])c2nonc12	i
39	O=C(Nc1ccncc1)c1cc(-c2ccccc2)nc2ccccc12	2.8%
40	CCCc1c(C(=O)N/N=C/c2ccoc2)nnn1-c1nonc1N	1.8%
41	CN(C)C(=S)Oc1ccccc1C1(C)OCCO1	i
42	CC(=O)c1ccccc1C(=O)N1CCCC(CNC(=O)c2ccc(F)cc2)C1 (centres undefined)	i
43	Cc1cccc(NC(=O)CN2CCN(C(=O)CNC(=O)c3ccc(-c4ccccc4)cc3)CC2)c1C	1.2%
44	CCC(=O)N(C)C[C@@H]1Oc2ncc(Br)cc2C(=O)N([C@@H](C)CO)C[C@H]1C	i
45	O=C(NCCCN1CCCC1=O)C(=O)NCC1OCCN1S(=O)(=O)c1cc(F)ccc1F (centres undefined)	5.8%
46	C[C@@H]1CCCCO[C@H](CN(C)C(=O)Nc2ccc3c(c2)OCO3)[C@H](C)CN([C@@H](C)CO)C(=O)c2cc(NS(=O)(=O)c3ccc(Cl)cc3)ccc2O1	5.6%
47	COc1ccc(C(=O)OCC(=O)NC2CC2)cc1	i
48	COc1ccc(S(=O)(=O)N(C)C[C@@H]2OCCCC[C@@H](C)Oc3ccc(NS(=O)(=O)c4cccs4)cc3C(=O)N([C@H](C)CO)C[C@@H]2C)cc1	i
49	CCOC(=O)c1c(NC(=O)COC(=O)c2ccc(S(=O)(=O)C(F)F)cc2)sc(C(=O)N(C)C)c1C	74%
50	CC1C(=O)N(Cc2cn(CC3CCCCC3)nn2)CCS(=O)(=O)N1Cc1ccc(-c2ccccc2)cc1 (centres undefined)	1.7%
51	c1ccc(CN2Cc3ccccc3-n3nncc3C2)cc1	i
52	Nc1cc(Br)cc2c1[nH]c(=O)c1ccccc12	5.0%
53	Cc1ccc([C@H]2N[C@]3(CCCN(Cc4ccc(Cl)cc4)C3=O)[C@H]3C(=O)N(Cc4ccccc4)C(=O)[C@@H]23)cc1	2.5%
54	CC(=O)Nc1ccc(C(=O)NNC(=O)c2csc(N3CCOCC3)n2)cc1	0.3%
55	CCCCCCCCC(=O)c1c(OC)oc(C=O)cc1=O	i
56	COCCN(C(=O)COC(=O)c1c(C)nn(-c2ccccc2)c1C)c1c(N)n(Cc2ccccc2)c(=O)[nH]c1=O	0.8%
57	O=C(Nc1ccn(CCCNCCc2ccccn2)c(=O)n1)OCc1ccccc1	0.0%
58	Cc1ccc(C)c(NS(=O)(=O)c2ccc(-n3cccn3)cc2)c1	28%
59	COc1ccc(-c2ccc3[nH]c4c(c3c2)CCN2C(=O)[C@@H]([C@H](C)O)[C@@H](N(C)C(=O)Nc3ccc(F)cc3)C[C@@H]42)cc1	0.5%
60	COc1cc(C(=O)NC(=S)NCc2ccncc2)cc(OC)c1OC	0.1%
61	CCCCCC(=O)N1C[C@H](O)[C@@H](n2cc(COC(=O)c3ccccc3)nn2)C[C@@H]1c1ccc(C)cc1	1.1%
62	COc1ccc(CCC(=O)OCC(=O)NC2CCCC2)cc1OC	i
63	C[C@@H]1CCCCO[C@H](CN(C)C(=O)Cc2ccccc2)[C@H](C)CN([C@@H](C)CO)C(=O)c2cc(NC(=O)Nc3ccc(F)cc3)ccc2O1	1.9%
64	COc1ccc(Cl)cc1NC(=O)CCCn1c(=O)c2cccn2c2cccnc21	9.6%
65	COc1ccc2c(c1)Cc1c-2cc(Br)c(N)c1Br	2.0%
66	C=C1C(=O)OCC2C(C(=O)O)=CC3C(C)C(C)=CC123 (centres undefined)	5.1%
67	C[C@@H]1CN([C@@H](C)CO)S(=O)(=O)c2ccc(Br)cc2O[C@H]1CN(C)C(=O)c1ccc2c(c1)OCO2	7.9%
68	CCCCCCn1c(=O)n2n(c1=O)[C@@H]1CN(S(=O)(=O)c3ccc(C)cc3)C[C@]1(O)[C@@H](OC(=O)Nc1cccs1)C2	?
69	C[C@H]1CN([C@@H](C)CO)C(=O)CCCn2nncc2CO[C@H]1CN(C)C(=O)Oc1ccccc1	i
70	COc1cc2nc3n(c(=O)c2cc1OC)-c1ncccc1C(=O)NC3Cc1ccccc1 (centres undefined)	0.1%
71	CCN(CC)C(=O)C1=C(C)N(CCC2=CCCCC2)C(=O)C(CC(=O)NCC2CCCCC2)C1 (centres undefined)	i
72	O=C(CNCc1ccc(Cl)cc1)Nc1cccc(C(=O)O)c1	i
73	Cc1cc(C)c(C(=O)Nc2ccc3c(c2)OCCO3)c(C)c1	1.8%
74	COc1ccc(CN2CCC[C@]3(N[C@H](c4ccc(C(F)(F)F)cc4)[C@@H]4C(=O)N(C)C(=O)[C@@H]43)C2=O)cc1	1.2%
75	Cc1cc2c3ccccc3[nH]c(=O)n2n1	1.6%
76	CC1C(=O)N(Cc2cn(Cc3ccco3)nn2)CCS(=O)(=O)N1Cc1ccc(-c2ccc(F)cc2)cc1 (centres undefined)	1.7%
77	COc1ccc(CCC(=O)Nc2ccc(S(=O)(=O)NC3=NCCCCC3)cc2)cc1	0.1%
78	C[C@H](CO)N1C[C@H](C)[C@@H](CN(C)Cc2cccc(C(=O)O)c2)OCc2cnnn2CCCC1=O	0.4%
79	O=C(NCCc1ccc(Cl)cc1)c1cccc(S(=O)(=O)N2CCCC2)c1	0.1%
80	O=[N+]([O-])c1ccc(CN2CC(N3CCN(CC4CC4)CC3)CS2(=O)=O)cc1 (centres undefined)	1.9%

# (cont.)
item	Molecule	VEEV TC-83 Vero
81	C1=CC2(C=C1)OC21CCC2(C=CC3(C2)OC3C2CCCCC2)CC1 (centres undefined)	0.1%
82	C[C@@H](NC(=O)c1ncn2c1C(=O)NC[C@@H]2C)c1ccccc1	i
83	O=C(CCC1CCN(C(=O)CC2=CCCCC2)CC1)NCc1ccc(F)cc1	6.4%
84	CC1(C)CN(c2ccc(Br)cc2)C(=O)[C@H]1CC(=O)Nc1ccccc1	0.1%
85	O=C(CNC(=O)N1CC(=O)Nc2ccccc21)NCc1ccc(F)cc1	0.1%
86	Nc1ncncc1-c1ccc(F)cc1	5.6%
87	Cc1cc(C)c(Nc2n[nH]c(=S)s2)cc1C	3.2%
88	Cc1cc(=O)oc2cc(OC(C)C(=O)N3CCOCC3)c(Cl)cc12 (centres undefined)	0.5%
89	COCC1CCN(C(=O)c2ccc3oc(C(C)C)nc3c2)C1 (centres undefined)	1.6%
90	Cc1ccc(S(=O)(=O)N2CCN(C(=O)c3cc(C4CC4)nn3-c3ccccc3)CC2)cc1	3.8%
91	COc1cccc(C(=O)NCCCNc2nc3cc(C)cc(C)c3cc2C#N)c1	7.1%
92	Cc1ccc(Cc2c(-c3ccc(F)cc3)nc3cc(C)ccn23)cc1	i
93	C[C@@H]1ON(C)[C@H]2C[C@H]3c4[nH]c5ccccc5c4CCN3C(=O)[C@@H]12	1.3%
94	O=C(NCC(=O)N1CCCCCCC1)c1ccc(Cl)c(Cl)c1	i
95	Cc1ccc(-n2c(=S)[nH]c3ccccc3c2=O)cc1C	0.0%
96	CC(C)N1CC2(CC(c3ccccc3C(F)(F)F)=NO2)CN1C(=O)c1ccco1 (centres undefined)	0.4%
97	CCOC(=O)c1cc(-c2sc(NC(=O)c3ccccc3)nc2C)n(CCO)n1	7.3%
98	C[C@H]1CN([C@@H](C)CO)C(=O)c2cc(-c3cccnc3)cnc2O[C@H]1CN(C)Cc1ccc(Oc2ccccc2)cc1	0.1%
99	Cn1c(CCN2CCN(c3ccccn3)CC2)nc2cc(NS(=O)(=O)c3ccc(F)cc3)ccc21	1.6%
100	CC(C)(C)OC(=O)NCCc1onc(-c2ccc([N+](=O)[O-])cc2)c1C(=O)O	i

# In a second layout: entries from further up
93: C[C@@H]1ON(C)[C@H]2C[C@H]3c4[nH]c5ccccc5c4CCN3C(=O)[C@@H]12
- VEEV TC-83 Vero: 1.3%
94: O=C(NCC(=O)N1CCCCCCC1)c1ccc(Cl)c(Cl)c1
- VEEV TC-83 Vero: i
95: Cc1ccc(-n2c(=S)[nH]c3ccccc3c2=O)cc1C
- VEEV TC-83 Vero: 0.0%
96: CC(C)N1CC2(CC(c3ccccc3C(F)(F)F)=NO2)CN1C(=O)c1ccco1 (centres undefined)
- VEEV TC-83 Vero: 0.4%

# (next part)
item	Molecule	VEEV TC-83 Vero
101	CCCCN1C[C@H](CSC)[C@@H](CC(=O)Nc2ccc(Br)cc2)C1=O	0.1%
102	COc1ccc(N2CCN(CCCn3cnc4c(SC)ncnc43)CC2)cc1	i
103	Cc1ccc(S(=O)(=O)N2C[C@H]3C(=O)C[C@@H](c4cccc5ccccc45)N(S(=O)(=O)c4ccc(C)cc4)[C@H]3C[C@H]2c2ccc(Cl)cc2)cc1	i
104	C[C@@H]1CN([C@H](C)CO)C(=O)CCCn2cc(nn2)CO[C@H]1CN(C)S(=O)(=O)c1ccc(Oc2ccccc2)cc1	i
105	COC(=O)N(C)C[C@H]1OCc2cnnn2CCCC(=O)N([C@H](C)CO)C[C@H]1C	1.6%
106	O=C1C=CC(O)C2(CO)OC12 (centres undefined)	?
107	CCc1cc(-c2nnn(CCC3COCCO3)c2C(C)(C)O)ccc1-c1cn(CCc2c[nH]c3ccccc23)nn1 (centres undefined)	9.7%
108	Cc1ccc(Nc2n[nH]c(=S)s2)cc1	1.7%
109	CCN(CC)C(=O)C1=C(C)N(Cc2ccc(OC)cc2)C(=O)C(CC(=O)NC2CC2)C1 (centres undefined)	1.1%
110	C=CCOc1ccc(C[C@H](N)C(=O)NC[C@H]2O[C@@H](n3ccc(N)nc3=O)[C@H](O)[C@@H]2O)cc1	i

# This is a subset; the hit share may differ from the screen's.
